Screens as filed in PubChem.
Pf growth 48h = P. falciparum growth inhibition at 48 hours (one generation); Potency, µM (doses to about 28.7 µM), for inactives: top-dose activity change, negative = inhibition, hits mostly inhibitors; hit rate 5.9% among 310,000; P. falciparum luciferase growth in erythrocytes, 48 h; AID 504832; further: potency means the concentration at half of the fitted maximal effect; on the % scale 0 is the no-effect control and ±100 the full control effect
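Luciferase-expressing P. falciparum in infected erythrocytes (2% hematocrit, 0.1% parasitemia final) in RPMI 1640/0.5% Albumax were exposed to compound for 48 hours at 37 C, 5% CO2; growth read as luminescence.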
LmPK inhibitor = inhibitors of Leishmania mexicana pyruvate kinase; purified LmPK, Kinase-Glo ATP luminescence, 1 h; Potency, µM (highest dose often 57.5 µM), for the others: at the top dose activity change, negative = inhibition, most hits filed as inhibitors; hit rate 0.37% among 290,000; AID 1721; further: potency means the concentration at half of the fitted maximal effect; on the % scale 0 is the no-effect control and ±100 the full control effect
Target sequence (Q27686 whole entry, looked up): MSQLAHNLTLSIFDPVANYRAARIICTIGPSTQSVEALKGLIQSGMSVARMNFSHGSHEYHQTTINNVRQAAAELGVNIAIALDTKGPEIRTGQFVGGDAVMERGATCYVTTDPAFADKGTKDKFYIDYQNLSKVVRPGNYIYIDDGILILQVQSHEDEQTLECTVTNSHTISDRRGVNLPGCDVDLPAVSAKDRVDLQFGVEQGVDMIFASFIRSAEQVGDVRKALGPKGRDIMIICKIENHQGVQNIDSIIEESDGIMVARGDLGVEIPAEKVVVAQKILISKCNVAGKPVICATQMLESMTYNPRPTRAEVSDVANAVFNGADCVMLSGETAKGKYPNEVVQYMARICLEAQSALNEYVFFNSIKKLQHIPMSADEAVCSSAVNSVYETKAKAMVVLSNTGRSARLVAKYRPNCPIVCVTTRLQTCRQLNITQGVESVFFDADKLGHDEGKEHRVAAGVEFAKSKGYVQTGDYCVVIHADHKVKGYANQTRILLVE
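0.1 nM LmPK, 0.5 mM PEP, 0.1 mM ADP; 50 mM imidazole pH 7.2, 7 mM MgCl2, 50 mM KCl; 1 h RT. Kinase-Glo luminescence readout, normalized to no-enzyme (full inhibition) and uninhibited wells.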
CHX counter = affects cycloheximide protein synthesis inhibition readout, counter-screen; cell reporter, cycloheximide protein synthesis inhibition counterscreen; max response, %; hit rate 12% among 300,000; in the data active means max response mostly above about 13%, no sharp cut-off; inactive means mostly below about 14%; further: read at 38.3 µM for the half of the compounds with a filed dose; 0% is about no effect
Pf growth 96h = P. falciparum growth inhibition at 96 hour, primary screen for plastid delayed-death inhibitors; P. falciparum luciferase reporter growth, 96 h; Potency, µM (titrated, usually from 28.7 µM), for the others: at the highest dose activity change, negative = inhibition, usual class: inhibitors; hit rate 6.9% among 320,000; further: potency means the concentration at half of the fitted maximal effect; on the % scale 0 is the no-effect control and ±100 the full control effect
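Erythrocytes infected with luciferase-expressing P. falciparum were dispensed at 2% hematocrit and 0.05% parasitemia (final), then incubated with compounds 96 hours at 37 C in 5% CO2. Luminescence after detection reagent addition reported growth.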
TbPYK inhibitor = blocks Trypanosoma brucei pyruvate kinase | Q57TT1 | TbPYK enzyme, Kinase-Glo Plus ATP luminescence, 45 min | Potency, µM (doses to about 76.8 µM), for the others: at the highest dose activity, negative = inhibition, actives largely listed as inhibitors | hit rate 0.12% among 410,000 | AID 624173; further: potency means the concentration at half of the fitted maximal effect; on the % scale 0 is the no-effect control and ±100 the full control effect; nearly all actives have a fitted effect of over 50% in size
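Readout: single end-point luminescence (Kinase-Glo Plus, 10 min). Reaction conditions were TbPYK/substrate plus 130 uM ADP, 45 min at RT, pH 7.2 TEA buffer. No-enzyme wells served as controls, and data were normalized before concentration-response fitting.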
Shiga inhibitor = Shiga toxin inhibition; Vero cells, Shiga toxin protein synthesis inhibition reporter; hit rate 9.2% among 290,000; inhibition, % at 38.7 µM; AID 2315; in the data active means inhibition mostly above about 28%, no sharp cut-off; inactive means mostly below about 43%; further: 0% is about no effect
HCV inhibitor = blocks hepatitis C virus; AID 651820; Huh7.5.1 HCVcc-Cre infection, luciferase reporter, 44 h; hit rate 3.4% among 340,000; Potency, µM (titrated, usually from 41.8 µM), inactives show top-dose activity change, negative = inhibition, most hits filed as inhibitors; further: potency means the concentration at half of the fitted maximal effect; on the % scale 0 is the no-effect control and ±100 the full control effect
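Infectious HCVcc-Cre (~0.5 moi) was added to cells just after compound, with cells seeded 4 h earlier at 1,000 per well. Luciferase activity after 44 h culture reported infection; substrate was incubated 15 min at room temperature before reading.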
* hit, by the source's call; ? = inconclusive; . = not tested or not shown; & = joins results of further samples; [ ] = another dose, or the depositor's remark. Unless noted, the call rests on the fitted dose curve; in most records, active means well fitted curve in the direction sought with a large enough effect; inconclusive means small, poorly fitted or top-dose-only effect, or another doubt; inactive means no such curve, though single readings can be large; an effect the other way counts as inactive or inconclusive.

SMILES	Pf growth 48h	LmPK inhibitor	CHX counter	Pf growth 96h	TbPYK inhibitor	Shiga inhibitor	HCV inhibitor
CC(=O)OCC1=C(C(=O)O)N2C(=O)C(NC(=O)C(C)Cn3nc(C)c(Cl)c3C)C2SC1 (stereo unspecified)	-20%	2%	11	35%[activator]	-5%	-9	12%
O=C(NCCO)c1ccc2[nH]c3c(c2c1)CCCC3	.	6%	9	.	-10%	30	?
O=C1Nc2cc(C(=O)N3CCc4ccccc4C3)ccc2S/C1=C\c1ccccc1	11%	1%	-1	19%	-5%	-4	16%
CNC(=S)Nc1cccc(C(C)=O)c1	14%	4%	2	19%	4%	15	15%
COc1ccc(NC(=O)N2CCCc3ccccc32)cc1OC	16%	-5%	16*	-20%	-6%	55	13%
Cc1cc(C)n(CCC(=O)N2CCc3ccccc32)n1	14%	-2%	-1	9%	-1%	-2	7%
CC(=O)NC(Cc1cccc(F)c1)C(=O)NC1CCN(C(=O)c2ccc(C)cc2)CC1 (stereo unspecified)	-2%	3%	-1	-3%	0%	15	-4%
Cc1ccc(NC(=O)NCc2ccc3[nH]c(C)cc3c2)cc1	-12%	-1%	45	56%[activator]	1%	41*	?
O=S(=O)(Nc1cccc(S(=O)(=O)N2CCOCC2)c1)c1cccs1	23%	-2%	-3	?	-11%	-3	.
O=C(O)COc1ccc(-c2nnn(CC(=O)O)n2)cc1	21%	-1%	1	-4%	-3%	-1	13%
COc1ccccc1NCCC(=O)OCC(=O)NC1CCCCC1	11%	-4%	-4	-3%	-11%	-6	7%
COc1ccc(SCCN2CCN(C)CCC2=O)cc1	6%	8%	7&1	40%[activator]	-3%	44&5	6%
O=C1NC(=O)N(Cc2ccco2)C(=O)/C1=C\c1cccn1CCOc1ccc(Cl)cc1	-2%	4%	-4	-28%	-4%	-11	-4%
CC(C)CN(C(=O)CSc1nnnn1C)C1CCS(=O)(=O)C1 (stereo unspecified)	16%	6%	-1	13%	1%	-3	3%
Cc1cc(NC(=O)c2ccc(NC(=O)C(C)C)cc2)no1	65%[activator]	-5%	32	.	-1%	77	?
CC(C)CN(C(=O)COC(=O)c1cnccn1)c1c(N)n(Cc2ccccc2)c(=O)[nH]c1=O	?	.	.	-4%	-1%	.	-2%
CN(CCOc1ccc(Br)cc1)CC(O)c1ccccc1 (stereo unspecified)	?	1%	5	-13%	45%[activator]	-12	-1%
O=C(/C=C/c1ccc(F)cc1)Nc1ccc(S(=O)(=O)Nc2ncccn2)cc1	-1%	5%	4	3%	-7%	47	6%
Cc1c(NC(=O)C2CC(c3c(F)cccc3Cl)=NO2)c(=O)n(-c2ccccc2)n1C (stereo unspecified)	22%	1%	0	14%	3%	-2	13%
Cc1c(Cl)cccc1NC(=O)CSc1nc2ncc(Cl)cc2[nH]1	?	1%	-3	-7%	-4%	3	?
O=C(Cn1cnc2ccccc2c1=O)NCCC(=O)Nc1ccc2c(c1)OCCO2	52%[activator]	-3%	4	10µM*	0%	35	22%
CCN1CCN(C(C)C(=O)Nc2c(C)n(C)n(-c3ccccc3)c2=O)CC1 (stereo unspecified)	-10%	-2%	17	?	6%	-24	17%
O=C1C2C(C(=O)N1/N=C/c1ccc([N+](=O)[O-])o1)C1C=CC2C12CC2 (stereo unspecified)	?	0%	-1	?	8%	4	11%
CCCn1c(N)c(C(=O)CSc2ncc(C(F)(F)F)cc2Cl)c(=O)[nH]c1=O	?	10%	-3	-11%	-5%	32	-9%

Looked up one by one from the list above, three records:
SMILES	Pf growth 48h	LmPK inhibitor	CHX counter	Pf growth 96h	TbPYK inhibitor	Shiga inhibitor	HCV inhibitor
Cc1c(NC(=O)C2CC(c3c(F)cccc3Cl)=NO2)c(=O)n(-c2ccccc2)n1C (stereo unspecified)	22%	1%	0	14%	3%	-2	13%
CCCn1c(N)c(C(=O)CSc2ncc(C(F)(F)F)cc2Cl)c(=O)[nH]c1=O	?	10%	-3	-11%	-5%	32	-9%
Cc1c(Cl)cccc1NC(=O)CSc1nc2ncc(Cl)cc2[nH]1	?	1%	-3	-7%	-4%	3	?

Additional compounds.
SMILES	Pf growth 48h	LmPK inhibitor	CHX counter	Pf growth 96h	TbPYK inhibitor	Shiga inhibitor	HCV inhibitor
NNC(=O)c1ccc(COc2ccc3c(c2)CCC3)o1	-3%	1%	16	?	1%	39	0%
C/C(=N/NS(=O)(=O)c1ccc(F)cc1)c1ccc(NC(=O)c2ccc(C)o2)cc1	.	0%	35*	40%[activator]	-3%	43	-26%
COc1ccc(C(=O)NNC(=O)C2CCCN(C3CC(=O)N(c4ccccc4)C3=O)C2)cc1 (stereo unspecified)	3%	3%	-2	2%	6%	6	6%
Cc1nn(Cc2ccc(C(=O)N3N=C(C(F)F)CC3(O)C(F)F)cc2)c(C)c1[N+](=O)[O-] (stereo unspecified)	-22%	5%	-2	0%	4%	-2	.
Cc1ccc(-n2c(C)c(C)c3c(NCCN(C)C)ncnc32)cc1	0%[0.00184 µM]	3%	0	3%	3%	4	?
O=C(CCNS(=O)(=O)c1ccccc1)OCC(=O)c1ccc[nH]1	10%	.	.	12%	-3%	.	9%
O=C1CCCc2c1nc(-c1ccccc1F)n2O	15%	-1%	-1	0%	34%	30	10%
CCOc1ccccc1NC(=O)Cn1c(C)cc(COC)c(C#N)c1=O	6%	6%	2	.	11%	28	15%
Cc1ccc(Cl)cc1N1CCN(C(=O)c2ccc(NC3=NC4CS(=O)(=O)CC4S3)cc2)CC1 (stereo unspecified)	-25%	0%	-2	-14%	4%	11	1%
CC(C)C(=O)N1CCN(c2ccc(NC(=O)c3ccco3)cc2Cl)CC1	9.3µM*	6%	18	?	-2%	21	-7%
CCN(CC)c1ccc(/C=N/NC(=O)c2ccco2)cc1	11%	-13%	49*	?	-11%	53*	?
Cc1ccc(NC(=O)c2noc3c2CCCCC3)cc1C	340%[activator]	-2%	43*	?	5%	107*	-7%
CN(CCCNC(=O)c1ccccc1F)CCCNC(=O)c1ccccc1F	?	8%	5	9.3µM*	0%	-5	13%
Cc1nn(C(=O)c2nn(C)cc2[N+](=O)[O-])c(C)c1Cl	15%	3%	-3	-17%	-6%	-11	25%
COc1ccc(OCCNc2cc(N3CCOCC3)ccc2[N+](=O)[O-])cc1	-15%	4%	13	?	7%	-12	?
Cc1cccc(C)c1OCC(=O)NC(Cc1c[nH]c2ccccc12)C(=O)O (stereo unspecified)	12%	2%	0	-5%	0%&-3%	-4	2%
Cc1nnc(NC(=O)CCSCCC(=O)Nc2nnc(C)s2)s1	-5%	0%	-3	3%	7%	11	16%
CC(C)(C)c1ccc(C2(C)NC(=O)N(CC(=O)NCc3cccs3)C2=O)cc1 (stereo unspecified)	?	0%	-2	?	-6%	-2	-22%
CCOC(=O)CN=C/C(C(C)=O)=C(/C)O	12%	-3%	-3	5%	4%	8	5%
COc1ccc(C(=O)c2ccccc2)cc1Br	12%	-1%	15	17%	6%	1	-18%
CCCn1c2c(c(O)c(C(=O)NC)c1=O)CCCC2	-25%	-1%	-2	?	2%	-2	?
CCNC(=S)N/N=C(\C)c1cc2ccccc2o1	?	1%	18*	?	-6%	10	?
Cc1ccc(SCC(=O)OCC(=O)N2CCN(C(=O)c3ccco3)CC2)c(C)c1	-1%	.	.	-3%	1%	.	14%
COC(=O)c1[nH]c2ccc(C)cc2c1NC(=O)Nc1ccc(OC)cc1	43%[activator]	-2%	19*	47%[activator]	-18%	40	?
COc1ccc(C(=O)/C(=C/N(C)C)S(=O)(=O)c2ccccc2)cc1	84%[activator]	-6%	27*	138%[activator]	3%	61*	3%
C=CCOC(=O)C1=C(C)Nc2nnnn2C1c1cccs1 (stereo unspecified)	8%	13%	-4	?	-7%	46	-16%
c1ccc(COc2ccc(OCCCCN3CCCC3)cc2)cc1	-32%	-1%	19*	28%	-11%	82*	?
O=C(NCc1ccco1)c1ccc2snnc2c1	-14%	-1%	3	.	1%	10	7%
COc1ccc(-n2c(COc3ccc(C)cc3)nnc2SCC(N)=O)cc1	?	-8%	6	.	?	-9	10%
CCSc1nc2ccccc2n1C(=O)Oc1ccccc1	-5%	0%	6	1%	1%	9	-22%
CSc1ncccc1C(=O)Nc1cc(C)ccn1	27%	-16%	11*	35%[activator]	1%	18	-3%

Grouped by structure, those above with four or more nitrogen atoms (18)
SMILES	Pf growth 48h	LmPK inhibitor	CHX counter	Pf growth 96h	TbPYK inhibitor	Shiga inhibitor	HCV inhibitor
CC(=O)OCC1=C(C(=O)O)N2C(=O)C(NC(=O)C(C)Cn3nc(C)c(Cl)c3C)C2SC1 (stereo unspecified)	-20%	2%	11	35%[activator]	-5%	-9	12%
O=C(O)COc1ccc(-c2nnn(CC(=O)O)n2)cc1	21%	-1%	1	-4%	-3%	-1	13%
CC(C)CN(C(=O)CSc1nnnn1C)C1CCS(=O)(=O)C1 (stereo unspecified)	16%	6%	-1	13%	1%	-3	3%
CC(C)CN(C(=O)COC(=O)c1cnccn1)c1c(N)n(Cc2ccccc2)c(=O)[nH]c1=O	?	.	.	-4%	-1%	.	-2%
O=C(/C=C/c1ccc(F)cc1)Nc1ccc(S(=O)(=O)Nc2ncccn2)cc1	-1%	5%	4	3%	-7%	47	6%
Cc1c(NC(=O)C2CC(c3c(F)cccc3Cl)=NO2)c(=O)n(-c2ccccc2)n1C (stereo unspecified)	22%	1%	0	14%	3%	-2	13%
Cc1c(Cl)cccc1NC(=O)CSc1nc2ncc(Cl)cc2[nH]1	?	1%	-3	-7%	-4%	3	?
O=C(Cn1cnc2ccccc2c1=O)NCCC(=O)Nc1ccc2c(c1)OCCO2	52%[activator]	-3%	4	10µM*	0%	35	22%
CCN1CCN(C(C)C(=O)Nc2c(C)n(C)n(-c3ccccc3)c2=O)CC1 (stereo unspecified)	-10%	-2%	17	?	6%	-24	17%
CCCn1c(N)c(C(=O)CSc2ncc(C(F)(F)F)cc2Cl)c(=O)[nH]c1=O	?	10%	-3	-11%	-5%	32	-9%
COc1ccc(C(=O)NNC(=O)C2CCCN(C3CC(=O)N(c4ccccc4)C3=O)C2)cc1 (stereo unspecified)	3%	3%	-2	2%	6%	6	6%
Cc1nn(Cc2ccc(C(=O)N3N=C(C(F)F)CC3(O)C(F)F)cc2)c(C)c1[N+](=O)[O-] (stereo unspecified)	-22%	5%	-2	0%	4%	-2	.
Cc1ccc(-n2c(C)c(C)c3c(NCCN(C)C)ncnc32)cc1	0%[0.00184 µM]	3%	0	3%	3%	4	?
Cc1ccc(Cl)cc1N1CCN(C(=O)c2ccc(NC3=NC4CS(=O)(=O)CC4S3)cc2)CC1 (stereo unspecified)	-25%	0%	-2	-14%	4%	11	1%
Cc1nn(C(=O)c2nn(C)cc2[N+](=O)[O-])c(C)c1Cl	15%	3%	-3	-17%	-6%	-11	25%
Cc1nnc(NC(=O)CCSCCC(=O)Nc2nnc(C)s2)s1	-5%	0%	-3	3%	7%	11	16%
C=CCOC(=O)C1=C(C)Nc2nnnn2C1c1cccs1 (stereo unspecified)	8%	13%	-4	?	-7%	46	-16%
COc1ccc(-n2c(COc3ccc(C)cc3)nnc2SCC(N)=O)cc1	?	-8%	6	.	?	-9	10%
